# Vif-APOBEC3F blk – blocks the Vif interaction with APOBEC3F; 390,000 tested, 0.2% active; Potency, µM (series often up to 46.1 µM), inactives show at the top dose activity, negative = active; HeLa A3F-eYFP + Vif (tagged APOBEC3F with the HIV-1 protein that degrades it), YFP fluorescence increase; further: potency means the concentration at half of the fitted maximal effect; % of control where 0% means no effect; nearly all actives have a fitted effect of over 65% in size
#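 Fluorescence increase (Ex 488/Em 500-530) after overnight compound treatment at 37 deg C flags inhibition of Vif-driven A3F-eYFP loss in stable HeLa A3F-eYFP/Vif cells seeded overnight beforehand.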
# RXFP1 antagonist – RXFP1 (human) relaxin receptor antagonism. Q9HBX9. HEK293-RXFP1, relaxin-stimulated cAMP HTRF, 30 min; hits give low values. activity change, negative = inhibition, % at 57.5 µM. 350,000 tested, 0.59% active. AID 1259400;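 active means activity change of -60% or lower, but not beyond a set lower limit; inconclusive means change between -60% and -40%, or beyond the set limit; inactive means change above -40%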; further: on the % scale 0 is the no-effect control and ±100 the full control effect
# Target sequence (Q9HBX9 whole entry, looked up): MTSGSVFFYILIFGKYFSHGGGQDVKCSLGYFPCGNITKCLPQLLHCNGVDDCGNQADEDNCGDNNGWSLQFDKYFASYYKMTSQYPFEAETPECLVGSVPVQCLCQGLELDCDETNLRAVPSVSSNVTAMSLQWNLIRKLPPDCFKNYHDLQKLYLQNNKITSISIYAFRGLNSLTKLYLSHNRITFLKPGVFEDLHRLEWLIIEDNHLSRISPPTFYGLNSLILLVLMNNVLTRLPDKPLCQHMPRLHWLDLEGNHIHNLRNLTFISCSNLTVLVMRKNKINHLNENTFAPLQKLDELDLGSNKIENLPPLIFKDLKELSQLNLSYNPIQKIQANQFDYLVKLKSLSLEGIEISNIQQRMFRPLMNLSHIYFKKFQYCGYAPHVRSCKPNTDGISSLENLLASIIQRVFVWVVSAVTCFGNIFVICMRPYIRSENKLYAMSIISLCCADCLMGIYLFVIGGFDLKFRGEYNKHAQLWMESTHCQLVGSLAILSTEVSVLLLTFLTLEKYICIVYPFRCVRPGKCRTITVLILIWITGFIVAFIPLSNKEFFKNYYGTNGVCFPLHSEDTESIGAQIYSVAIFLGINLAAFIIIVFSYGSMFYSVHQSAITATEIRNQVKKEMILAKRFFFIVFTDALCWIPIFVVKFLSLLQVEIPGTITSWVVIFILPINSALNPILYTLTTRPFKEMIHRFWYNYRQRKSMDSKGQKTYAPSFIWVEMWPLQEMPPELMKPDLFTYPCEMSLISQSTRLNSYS
# Vif-A3G inh – blocks the Vif interaction with human APOBEC3G | 410,000 tested, 0.076% active | HeLa A3G-eYFP + Vif (tagged APOBEC3G with the HIV-1 protein that degrades it), YFP fluorescence, overnight | AID 602310 | Potency, µM (doses to about 46.1 µM), inactives show at the top dose activity, negative = active, hits mostly inhibitors;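 further: potency means the concentration at half of the fitted maximal effect; on the % scale 0 is the no-effect control and ±100 the full control effect; nearly all actives have a fitted effect of over 60% in size; hits raise eYFP signal because A3G escapes Vif-driven loss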
#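 HeLa cells stably expressing Vif and C-terminally eYFP-tagged A3G, seeded overnight at 37 deg C, then exposed to compound by pintool overnight at 37 deg C. Rise in yellow fluorescence (Ex 488/Em 500-530, Acumen) marks blocked Vif-driven A3G degradation.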
# Glioma ERSR ind – induces the endoplasmic reticulum stress response in human glioma cells; U87-MG GRP78 promoter luciferase reporter, 16 h; Potency, µM, for the others: at the top dose activation, actives largely listed as activators; 420,000 tested, 0.02% active; AID 602332; further: potency means the concentration at half of the fitted maximal effect; series mostly up to about 76 µM; % of control where 0% means no effect; nearly all actives have a fitted effect of over 35% in size
#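 Stably transfected U87-MG human glioma cells carrying a GRP78-based luminescent sensor were seeded at 1000 cells/well, pin-dosed with compounds and incubated 16 h. Luciferase reagent was then added, and end-point luminescence was read after 10 min at room temperature.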
# Starred values were filed as active, the others as inactive; ? = inconclusive; / = not tested or not shown; & = joins results of further samples. Unless noted, the call rests on the fitted dose curve; in most records, active means well fitted curve in the direction sought with a large enough effect; inconclusive means small, poorly fitted or top-dose-only effect, or another doubt; inactive means no such curve, though single readings can be large; an effect the other way counts as inactive or inconclusive.
# Each structure is followed by: Vif-APOBEC3F blk | RXFP1 antagonist | Vif-A3G inh | Glioma ERSR ind
> COc1ccc(-n2nnnc2C(c2ccnc3ccccc23)N2CCC3(CC2)C(=O)NCN3c2ccccc2)cc1 (stereo unspecified)
  / | / | -9% | -1%
> O=C1NCN(c2ccccc2)C12CCN(C(c1cccs1)c1nnnn1Cc1ccccc1)CC2 (stereo unspecified)
  / | / | -3% | 0%
> CN1C[C@@H](CO)C=C2c3cccc4[nH]cc(c34)CC21 (stereo partly specified)
  / | / | 2% | -2%&-4%
> FC(F)(F)c1ccc(-c2ccc3c(c2)CNCc2cnnn2-3)cc1
  / | / | -6% | -3%
> C[C@H]1O[C@@H](O[C@H]2[C@@H](O)C[C@@H](O[C@H]3[C@@H](O)C[C@H](O[C@H]4CC[C@@]5(C)[C@H](CC[C@@H]6[C@@H]5CC[C@]5(C)[C@@H](C7=CC(=O)OC7)CC[C@]65O)C4)O[C@@H]3C)O[C@@H]2C)C[C@H](O)[C@@H]1O
  / | / | -8% | -8%
> c1ccc(CN2COC3CCCCCC32)cc1 (stereo unspecified)
  / | / | 3% | -4%
> C[C@]12CC[C@H]3[C@@H](CCC4=CC(=O)CC[C@@H]43)[C@@H]1CC[C@@H]2OC(=O)CCc1ccccc1
  / | -33 | / | /
> CCO[C@H]1O[C@@H]2OC3(C)CC[C@H]4[C@H](C)CC[C@@H]([C@H]1C)[C@@]24OO3
  / | -21 | / | /
> C#CC(O)(C=CCl)CC (stereo unspecified)
  / | -8 | / | /
> Sc1ccccc1Cl
  / | -6 | / | /
> C[N+]1(CCF)[C@@H]2CC[C@H]1CC(OC(=O)C(O)(c1ccccc1)c1ccccc1)C2 (stereo partly specified)
  / | -3 | / | /
> C[C@@H](N)[C@@H](O)c1ccccc1
  / | 1 | / | /
> O=[N+]([O-])/N=C1\NCCN1Cc1ccc(Cl)nc1
  / | 6 | / | /
> CCOC(C(=O)OCCN(C)C)(c1ccccc1)c1ccccc1
  / | -6 | / | /
> CC(C(=O)c1ccccc1)N(C)C (stereo unspecified)
  / | 2 | / | /
> CC(=O)C1CCOC1=O (stereo unspecified)
  / | -7 | / | /
> COC(=O)C1=C(c2cc3ccccc3s2)C[C@@H]2CC[C@H]1N2C(=O)NCc1ccccc1
  1% | / | -4% | -4%
> CNC1(c2ccccc2Cl)CCCCC1=O (stereo unspecified)
  1% | / | 2% | -1%&-5%&-2%
> COC(=O)C1=C(c2cccc(OC)c2OC)C[C@@H]2CC[C@H]1N2C(=O)NC(C)C
  2% | / | -4% | 0%
> CC(=O)Nc1ccc(S(=O)(=O)N2Cc3cnnn3-c3ccccc3C2C#N)cc1 (stereo unspecified)
  -5% | / | 1% | -3%

# (further entries)
# Each structure is followed by: Vif-APOBEC3F blk | RXFP1 antagonist | Vif-A3G inh | Glioma ERSR ind
> COC(=O)C1=C(c2cccc(OC)c2OC)C[C@@H]2CC[C@H]1N2C(=O)N1CCC(O)CC1
  6% | / | 0% | -1%
> CCOC(=O)CC1c2ccccc2-n2nncc2CN1Cc1ccc(OC)cc1 (stereo unspecified)
  -2% | / | -10% | -1%
> COc1cccc2c1cc([N+](=O)[O-])c1c(C(=O)O)cc3c(c12)OCO3
  ? | / | -14% | -1%&-2%&-6%&-3%
> O=C1N[C@@H](Cc2ccccc2)C(=O)N2[C@H]1C[C@H]1c3ccccc3N(OOSc3ccccc3)[C@H]12
  -3% | / | -4% | -2%
> N[C@@H]1CC[C@@]2(O)[C@H]3Cc4ccc(O)c5c4[C@@]2(CCN3CC2CC2)C1O5 (stereo partly specified)
  -13% | / | 2% | -4%
> COC(=O)C1=C(c2cc3ccccc3s2)C[C@@H]2CC[C@H]1N2C(=O)NC(C)C
  2% | / | 1% | -1%
> Cc1c(C(=O)c2cccc3ccccc23)c2cccc3c2n1[C@H](CN1CCOCC1)CO3
  6% | / | -6% | ?
> COC(=O)C1=C(c2ccc(S(C)(=O)=O)cc2)C[C@@H]2CC[C@H]1N2C(=O)N1CCC(C)CC1
  -2% | / | 0% | -4%
> COC1C(O)C(C)OC(OC2CCC3(C=O)C(CCC4C3CCC3(C)C(C5=CC(=O)OC5)CCC43O)C2)C1O (stereo unspecified)
  -1% | / | -1% | -6%
> CN1CC2=CC(O)CC3Oc4c(O)ccc(c4[C@]23C)C1 (stereo partly specified)
  4% | / | 0% | -2%
> Oc1ccc2c3c1OC1[C@H](O)CC[C@@]4(O)[C@@H](C2)N(CC2CC2)CC[C@]314 (stereo partly specified)
  -1%&1% | / | 0%&0% | -4%&0%
> CCOC(=O)CCCCCNC(=O)c1c(O)[nH]c(=O)[nH]c1=O
  0% | / | -1% | -3%
> CC1[C@H]2Cc3ccc(O)cc3[C@]1(C)CCN2C (stereo partly specified)
  8% | / | 0% | -2%&-2%
> N#C/C(=C\c1ccc(O)cc1)C(=O)O
  1% | / | 0% | -1%&1%
> CN1Cc2cnnn2-c2ccccc2C1c1ccccc1 (stereo unspecified)
  -3% | / | 0% | -5%
> C[N+](C)(C)CC#CCN1CCCC1=O
  3% | / | -3% | -3%&-3%&-5%
> O=C1N[C@H](Cc2ccccc2)C(=O)N2[C@@H]3[C@H](C[C@@H]12)c1ccccc1N3OOSc1ccccc1
  -5% | / | -1% | -1%
> COC(=O)C1=C(c2ccccc2)C[C@@H]2CC[C@H]1N2C(=O)NCCS(C)=O (stereo partly specified)
  6% | / | 4% | -3%
> CCOC(=O)[C@]12Cc3ccccc3[C@H]1N(Cc1ccccc1)C(=O)c1ccccc12
  0% | / | -1%&-3% | -4%&-5%
> CN1CC[C@]23c4c5ccc(OC6OC(C(=O)O)[C@@H](O)C(O)[C@H]6O)c4OC2C(O)C=CC3[C@H]1C5 (stereo partly specified)
  4% | / | 1% | -4%

# Some entries already given with just Vif-A3G inh, Glioma ERSR ind and Vif-APOBEC3F blk.
canonical_smiles | Vif-A3G inh | Glioma ERSR ind | Vif-APOBEC3F blk
Cc1c(C(=O)c2cccc3ccccc23)c2cccc3c2n1[C@H](CN1CCOCC1)CO3 | -6% | ? | 6%
CC1[C@H]2Cc3ccc(O)cc3[C@]1(C)CCN2C (stereo partly specified) | 0% | -2%&-2% | 8%
COC(=O)C1=C(c2ccccc2)C[C@@H]2CC[C@H]1N2C(=O)NCCS(C)=O (stereo partly specified) | 4% | -3% | 6%
COC(=O)C1=C(c2cc3ccccc3s2)C[C@@H]2CC[C@H]1N2C(=O)NC(C)C | 1% | -1% | 2%

# Later entries.
# Each structure is followed by: Vif-APOBEC3F blk | RXFP1 antagonist | Vif-A3G inh | Glioma ERSR ind
> O=C(O)Cc1cnc[nH]1
  6% | / | -2% | -3%&-2%&-4%&-5%
> COC(=O)C1=C(c2ccccc2)C[C@@H]2CC[C@H]1N2C(=O)NCc1ccccc1
  -7% | / | -1% | -2%
> O=c1ccc2cc3ccoc3c(O)c2o1
  -6% | / | -3% | -1%
> C[N+](C)(C)CC#CCOC(=O)Nc1cccc(Cl)c1
  0% | / | -2% | -4%&-1%&-4%&-2%
> COC(=O)C1=C(c2ccc(S(C)(=O)=O)cc2)C[C@@H]2CC[C@H]1N2C(=O)NCc1ccc(F)cc1
  2% | / | 2% | -5%
> C=C1[C@H]2CC[C@H]3[C@]4(C)C[C@H](O[C@@H]5OC(CO)[C@@H](OSOOO)[C@H](OS(=O)(=O)O)[C@H]5OC(=O)CC(C)C)C[C@@H](C(=O)O)[C@H]4CC[C@]3(C2)[C@H]1O (stereo partly specified)
  -1% | / | -8% | -7%
> C=C1C(=O)OC2C1CCC(C)C1(O)C=CC(=O)C21C (stereo unspecified)
  -1% | / | ? | -10%
> COc1cc(CC(C)N)c(OC)cc1I (stereo unspecified)
  -3% | / | 1% | -5%&0%
> C=CCN1CC[C@]23c4c5ccc(O)c4OC2C(O)CC[C@@]3(O)[C@H]1C5 (stereo partly specified)
  3% | / | 1% | -1%
> CNCCc1c[nH]c2ccc(O)cc12
  -3% | / | 0% | -3%&-2%&-1%
> COC(=O)C1=C(c2cc3ccccc3s2)C[C@@H]2CC[C@H]1N2C(=O)NCc1ccco1
  0% | / | -6% | -3%
> C[n+]1ccc(-c2cc[n+](C)cc2)cc1
  10% | / | 1% | -3%
> Cc1cc(-c2cc(C)c(N)c(C)c2)cc(C)c1N
  4% | / | -1% | -2%
> CC(=O)N[C@@H]1CC[C@@]2(O)[C@H]3Cc4ccc(O)c5c4[C@@]2(CCN3CC2CC2)[C@@H]1O5
  -6% | / | 1% | -2%
> CS(=O)(=O)N1Cc2ccccc2-n2nncc2C1
  4% | / | -1% | -3%
> CNC(=O)Oc1ccccc1OC(C)C
  5% | / | -1% | -4%&-4%
> COC(=O)C1=C(c2cc3ccccc3o2)C[C@@H]2CC[C@H]1N2C(=O)NCc1cccc2ccccc12
  0% | / | 2% | -7%
> CC(=O)N(C)CC#CCN1CCC(O)CC1
  6% | / | 1% | -4%
> COC(=O)C1=C(c2ccccc2)C[C@@H]2CC[C@H]1N2C(=O)NC1CC1
  1% | / | 2% | 4%
> COC(=O)C1=C(c2cc3ccccc3s2)C[C@@H]2CC[C@H]1N2C(=O)NCc1ccc(F)cc1
  -10% | / | -10% | -6%

# The listing continues.
Molecule,Vif-APOBEC3F blk,RXFP1 antagonist,Vif-A3G inh,Glioma ERSR ind
COC1=CC=C2[C@H]3Cc4ccc(OC)c5c4[C@@]2(CCN3C)C1O5 (stereo partly specified),3%,/,2%,0%&-2%
C[C@@H]([C@@H](O)c1ccccc1)N(C)C(=O)Cc1ccccc1,6%,/,0%,-4%
COc1ccc(C(=O)N2Cc3cnnn3-c3ccccc3C2C#N)cc1 (stereo unspecified),5%,/,0%,3%
CN1CC[C@@]2(C)c3cc(O)ccc3N(C)[C@@H]12,8%&5%,/,-4%&-8%,-4%&-6%&-6%
c1ccc2c(c1)CNCc1cnnn1-2,-1%,/,-2%,-2%
Oc1ccc(C2=CCNCC2)cc1O,9%,/,2%,-4%
CCCN1CCc2cccc3c2[C@H]1Cc1ccc(O)c(O)c1-3,-1%,/,-1%,-2%&-5%
CCC1(c2ccccc2)C(=O)NC(=O)NC1=O,0%,/,1%,-3%&-4%
CCCCNC(C)Cc1ccccc1 (stereo unspecified),-1%,/,3%,-1%
O=C(Nc1ccccc1)c1c(O)[nH]c(=S)[nH]c1=O,-8%,/,4%,0%
CCCNC(=O)N1[C@H]2CC[C@@H]1C(C(=O)OC)=C(c1ccc(S(C)(=O)=O)cc1)C2,5%,/,-5%,-5%
COC(=O)C1=C(c2ccc(F)cc2OCc2ccccc2)C[C@@H]2CC[C@H]1N2C(=O)N1CCC(O)(c2ccc(Cl)cc2)CC1,8%,/,2%,-5%
CN1[C@@H]2CCC[C@H]1CC(=O)C2,-9%,/,2%,-4%&-5%
COC(=O)C1=C(c2cc3ccccc3o2)C[C@@H]2CC[C@H]1N2C(=O)N1CCC(C)CC1,5%,/,0%,-2%
CC[C@H]1CC2CN3CCc4c([nH]c5cc(OC)ccc45)[C@](C(=O)OC)(C2)[C@H]13,-17%,/,-4%,-2%
Oc1cc(Cl)c(Cl)c(Cl)c1,-11%,/,-3%,-5%
CC(=O)O[C@@H]1/C=C/[C@](C)(O)C[C@@H](C)C/C=C/[C@H]2[C@@H]3O[C@]3(C)[C@@H](C)[C@H]3[C@H](Cc4ccccc4)NC(=O)[C@@]312,6%,/,-6%,-3%

# 4 of the compounds above, as labelled records:
canonical_smiles: Oc1cc(Cl)c(Cl)c(Cl)c1
- Vif-APOBEC3F blk = -11%
- RXFP1 antagonist = /
- Vif-A3G inh = -3%
- Glioma ERSR ind = -5%
canonical_smiles: CCCNC(=O)N1[C@H]2CC[C@@H]1C(C(=O)OC)=C(c1ccc(S(C)(=O)=O)cc1)C2
- Vif-APOBEC3F blk = 5%
- RXFP1 antagonist = /
- Vif-A3G inh = -5%
- Glioma ERSR ind = -5%
canonical_smiles: CN1CC[C@@]2(C)c3cc(O)ccc3N(C)[C@@H]12
- Vif-APOBEC3F blk = 8%&5%
- RXFP1 antagonist = /
- Vif-A3G inh = -4%&-8%
- Glioma ERSR ind = -4%&-6%&-6%
canonical_smiles: Oc1ccc(C2=CCNCC2)cc1O
- Vif-APOBEC3F blk = 9%
- RXFP1 antagonist = /
- Vif-A3G inh = 2%
- Glioma ERSR ind = -4%

# Source: PubChem (National Center for Advancing Translational Sciences (NCATS))

# Not all compounds are listed; the hit share may differ from the screen's.
